Screening results from PubChem BioAssay.
GSTO1 inh = counter-screen for RBBP9 inhibitors: inhibitors of human GSTO1; inhibition, % at 5.96 µM; P78417; 300,000 tested, 1.1% active; recombinant GSTO1, activity-based probe fluorescence polarization; AID 1974;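 active = inhibition above the campaign mean inhibition plus 3 SD, cut at about 35% in these data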;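 also: 0% = GSTO1-1 with DMSO and 100% = wells lacking GSTO1-1 enzyme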
MEX-5 binding = C. elegans MEX-5 TCR-2 RNA binding activity; Q9XUB2; MEX-5/FITC-TCR2 RNA binding, fluorescence polarization; stronger effect = lower value; activity score (negative = inhibition of binding), % at 10 µM; 300,000 tested, 0.38% active; AID 1832;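 active = inhibition past about -25% in most replicates, and total fluorescence under double the plate's negative control median, limit read from the data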;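 also: 0% = DMSO and -100% = 5 µM competing unlabeled TCR2 RNA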
TPT1 inhibitor = blocks Candida albicans tRNA 2'-phosphotransferase; inhibition, % at 5 µM; 300,000 tested, 0.81% active; recombinant caTPT1, FP RNA substrate dephosphorylation;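 active = inhibition above the mean of all tested compounds plus 3 SD, set per screening campaign, cut at about 24% in these data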;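 also: plate controls were DMSO alone for no effect and ferristatin control at 100 nM for full effect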
MCL1 BIM primary = disrupts human MCL1 binding to BIM-BH3 peptide; Q07820; GST-MCL1 / FITC-Bim-BH3 fluorescence polarization; inhibition, % at 10.9 µM; 320,000 tested, 0.68% active; AID 2057;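 active = inhibition above the mean inhibition of all tested compounds plus 3 SD, set per campaign, cut at about 40% in these data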;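 also: 0% = DMSO wells and 100% = unlabeled Bim-BH3 peptide control; higher means more loss of mP so more displacement of Bim peptide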
Target sequence (Q07820 whole entry, looked up): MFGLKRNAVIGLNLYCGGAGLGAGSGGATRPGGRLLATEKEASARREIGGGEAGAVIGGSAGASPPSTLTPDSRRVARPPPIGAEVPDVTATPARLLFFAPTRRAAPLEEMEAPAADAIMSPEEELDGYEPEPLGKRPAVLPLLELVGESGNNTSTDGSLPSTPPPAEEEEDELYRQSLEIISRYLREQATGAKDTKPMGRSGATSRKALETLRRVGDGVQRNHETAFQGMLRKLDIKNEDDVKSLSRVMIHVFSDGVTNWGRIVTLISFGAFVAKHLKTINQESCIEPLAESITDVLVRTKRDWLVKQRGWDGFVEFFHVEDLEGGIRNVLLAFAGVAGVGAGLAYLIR
PME-1 inh = blocks human protein phosphatase methylesterase 1 | Q9Y570 | recombinant PME-1, FP-Rh probe fluorescence polarization | inhibition, % at 5.9 µM | 320,000 tested, 0.53% active | AID 2130;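 active = inhibition above the campaign mean of all compounds plus 3 SD, cut at about 26% in these data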;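 also: competitive labeling of PME-1 active site by serine hydrolase directed probe; 0% = PME-1 with DMSO and 100% = wells lacking PME-1 enzyme; inhibitors block probe labeling so polarization falls and inhibition rises; many of its hits are not listed in these tables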
Target sequence (Q9Y570 whole entry, looked up): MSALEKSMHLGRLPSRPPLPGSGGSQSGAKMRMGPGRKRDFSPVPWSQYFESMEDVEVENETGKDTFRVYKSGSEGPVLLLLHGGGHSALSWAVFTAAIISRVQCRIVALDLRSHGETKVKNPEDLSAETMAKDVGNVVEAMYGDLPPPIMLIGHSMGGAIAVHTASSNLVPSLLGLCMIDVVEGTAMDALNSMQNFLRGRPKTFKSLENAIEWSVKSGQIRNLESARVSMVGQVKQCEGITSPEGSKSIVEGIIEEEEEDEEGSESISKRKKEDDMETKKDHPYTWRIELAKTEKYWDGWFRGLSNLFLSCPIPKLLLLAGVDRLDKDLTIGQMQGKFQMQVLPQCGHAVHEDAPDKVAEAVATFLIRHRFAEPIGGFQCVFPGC
PAD4 inh = inhibitors of human PAD4 | recombinant PAD4, RCA probe fluorescence polarization | 330,000 tested, 0.41% active | inhibition, % at 6.36 µM;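 active = percent inhibition above a cutoff equal to the mean of all tested compounds plus 3 SD, cut at about 15% in these data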;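 also: 0% = PAD4 with RCA probe and DMSO and 100% = probe without PAD4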
GLD-1 TGE inh = GLD-1-TGE RNA interaction inhibition (C. elegans); AID 2280; Q17339; 320,000 tested, 0.44% active; purified GLD-1 + fluorescein TGE RNA, fluorescence polarization; inhibition, % at 5.96 µM;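 active = percent inhibition above a per-plate cutoff, the plate mean of test compounds plus 3 SD, cut at about 30% in these data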;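 also: 0% = DMSO wells with GLD-1 and probe and 100% = wells lacking GLD-1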
BCLXL inh = blocks human Bcl-xL binding to Bim BH3 peptide | Q07817 | GST-Bcl-xL / FITC-Bim BH3 peptide fluorescence polarization | inhibition, % at 10.9 µM | 320,000 tested, 0.7% active;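 active = inhibition above the mean of all tested compounds plus 3 SD, cutoff set per campaign, cut at about 30% in these data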;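 also: 0% = DMSO wells and 100% = unlabeled Bim-BH3 peptide competitor; inhibitors lower millipolarization by displacing the labeled peptide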
Target sequence (Q07817 whole entry, looked up): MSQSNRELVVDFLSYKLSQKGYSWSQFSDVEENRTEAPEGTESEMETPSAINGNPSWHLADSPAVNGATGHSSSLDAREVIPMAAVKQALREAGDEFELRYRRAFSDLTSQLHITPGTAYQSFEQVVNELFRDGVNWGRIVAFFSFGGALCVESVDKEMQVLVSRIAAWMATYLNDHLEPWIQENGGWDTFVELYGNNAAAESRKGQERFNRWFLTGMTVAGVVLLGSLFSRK
Fam108B counter = Fam108B inhibition, counter-screen for RBBP9 inhibitors; recombinant Fam108B, FP-Rh probe fluorescence polarization; inhibition, % at 9.51 µM; 300,000 tested, 0.33% active;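 active = inhibition above the screen mean inhibition plus 3 SD, computed separately per campaign, cut at about 18% in these data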;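 also: inhibitors lower polarization as less probe binds the enzyme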
Numbers without * were called inactive. Only part of the results is shown; rates above refer to the full screens.

entry	structure	GSTO1 inh	MEX-5 binding	TPT1 inhibitor	MCL1 BIM primary	PME-1 inh	PAD4 inh	GLD-1 TGE inh	BCLXL inh	Fam108B counter
1	O=C1NN(c2cccc(Br)c2)C(=O)/C1=C\c1ccc(O)cc1	19.8	-2.1	2.1	1.4	6.6	0.4	7.4	8.0	3.5
2	CCc1cc(-c2onc(C)c2-c2cscn2)c(O)cc1OC	0.3	1.0	-7.2	-19.7	1.7	-11.6	-12.1	-14.5	-6.0
3	CCc1ccc2oc(C(=O)NCCc3ccc(S(N)(=O)=O)cc3)cc(=O)c2c1	-3.2	1.3	-0.1	6.0	-11.7	1.4	3.2	1.4	-2.7
4	O=C(NCc1ccccn1)C1CCN(S(=O)(=O)N2CCCC2)CC1	-8.1	-4.4	-1.2	9.9	-4.7	-3.4	0.5	7.8	0.7
5	CC(C)OC(=O)c1ccc(N)cc1	3.2	-0.4	2.0	0.4	-7.0	-1.9	-1.0	3.0	-4.6
6	Cc1cccc(NC(=S)NNC(=O)CCn2cc(C)cn2)c1	0.9	-6.1	-3.1	2.5	3.5	4.0	-0.5	6.2	13.2
7	COc1ccc2[nH]cc(C(=O)CN3CCC(C)CC3)c2c1	0.9	-3.5	5.1	-6.7	0.7	3.7	2.4	-2.8	4.4
8	CCOc1cc(N2CCOCC2)c(OCC)cc1NC(=O)CN1C(=O)C2CC=CCC2C1=O (stereo not drawn)	3.0	-0.7	0.5	3.9	-1.3	0.7	-5.5	4.9	-1.9
9	Cc1n[nH]c(C)c1CCC(=O)N/N=C/c1cccs1	2.4	-0.6	-0.4	-3.0	0.0	1.4	1.4	2.2	-2.6
10	C/C(CC(=O)Nc1ccccn1)=N\NC(=O)c1ccc(C)cc1	2.0	-0.4	0.8	-2.3	-7.0	0.9	1.2	-4.1	1.5
11	CCOC(=O)c1c(C)oc2cc(Br)c(O)c(Br)c12	2.5	1.7	-0.2	2.2	2.9	1.5	-5.6	1.6	0.9
12	CCC(=O)NC(=S)N1CCN(c2ccc([N+](=O)[O-])cc2Cl)CC1	1.3	1.9	1.0	1.6	2.7	-0.9	6.0	-5.0	-1.5
13	Cc1cc(C#N)c2ccccc2n1	1.7	1.0	2.9	4.0	0.2	-1.6	1.7	4.8	1.6
14	CCOC(=O)C(CC)Sc1nc2c(cnn2-c2ccc(F)cc2)c(=O)[nH]1 (stereo not drawn)	-12.8	1.7	1.5	-4.8	-5.0	-0.2	4.2	0.0	-2.8
15	COc1ccc(NC(=O)c2cccc(NC3=NC4CS(=O)(=O)CC4S3)c2)cc1Cl (stereo not drawn)	2.9	1.1	-0.6	-2.1	3.8	-1.9	2.2	-0.2	-1.0
16	Cc1nn(C)c(C)c1NC(=O)Nc1ccc(Cl)c(Cl)c1	3.2	2.7	4.7	4.4	-25.0	-2.3	4.9	1.9	-24.5
17	COC(=O)c1c(NC(C)=O)sc(C)c1C	6.6	-1.6	-3.0	-6.0	4.1	5.5	2.4	0.7	-1.8
18	NC(=O)N/N=C/c1c(F)c(F)c(F)c(F)c1F	4.4	-0.5	-7.6	1.5	-13.2	-2.2	3.9	0.0	-1.1
19	CCOC(=O)C(C)(C)Sc1nc2c(cnn2-c2ccc(Cl)cc2)c(=O)[nH]1	-33.1	0.2	0.0	0.2	-8.8	-4.7	3.3	-1.4	-4.6
20	CC(=O)COc1coc(CN2CCN(c3ccc(F)cc3)CC2)cc1=O	8.2	-1.4	0.0	4.3	-3.6	-6.3	5.5	7.0	1.1
21	Clc1cccc(CN2CCN(Cc3ccco3)CC2)c1	-2.3	-1.2	0.3	1.1	3.0	-1.5	-1.2	0.7	1.2
22	COC(=O)CC1C(=O)NCCN1C(=O)Nc1ccccc1 (stereo not drawn)	1.2	0.9	7.5	-5.3	-0.6	0.4	-0.9	5.0	2.4
23	COc1ccc(/C=N/NC(=O)c2cc(C3CC3)[nH]n2)cc1OC	1.9	0.2	1.1	-1.9	-2.6	0.5	6.1	-1.3	2.6
24	Cc1ccc(C(=O)CSc2ccccc2C(=O)O)cc1	1.5	1.5	0.8	-7.2	-3.4	2.8	0.1	4.0	-0.9
25	Cc1ccc(-n2ncc3c2CC(C)(C)CC3NC(=O)c2ccncc2)cc1 (stereo not drawn)	4.9	0.9	-1.5	4.5	2.1	0.3	2.0	5.4	-0.4
26	COC(=O)c1ccc(NC(=O)N2CCOCC2)cc1	-7.6	-0.1	2.5	-20.8	-1.1	-6.6	-7.0	-12.5	-8.2
27	CN(CC1CCCO1)S(=O)(=O)c1ccc(C(=O)Nc2ccccc2F)cc1 (stereo not drawn)	5.9	-2.2	-0.6	-4.9	5.2	0.0	1.4	5.9	2.6
28	CCOC(=O)C1=C(C)NC(C)=C(C(=O)OCC)C1C(=O)OC1CCOC1=O (stereo not drawn)	-1.5	0.5	-1.3	17.2	-1.3	-2.9	4.1	-3.3	-4.2
29	Cn1c(=O)c2c(nc(CN3CCC(C(N)=O)CC3)n2Cc2ccccc2F)n(C)c1=O	0.0	2.7	1.5	-1.4	4.6	0.5	4.2	3.9	-0.2
30	Cc1ccc(N(CC(=O)NC2CCCCC2C)S(=O)(=O)c2c(C)noc2C)cc1 (stereo not drawn)	5.8	0.3	-1.9	4.5	-1.5	-2.8	-0.3	2.5	5.4
31	CC1CCCN(C/C(O)=C(\C#N)c2nc3ccccc3[nH]2)C1 (stereo not drawn)	9.7	-1.0	-4.9	6.5	-1.9	-2.7	-1.3	0.2	5.1
32	O=S(=O)(Cc1ccccc1)Nc1cccc(F)c1	2.0	0.8	0.9	2.4	2.1	-3.7	3.2	1.6	2.6
33	Cc1nn(Cc2ccccc2Cl)c(C)c1NC(=O)c1cc(-c2ccc(F)cc2)on1	2.2	0.1	-1.4	-3.0	2.1	-0.7	0.7	-3.3	7.9
34	CCn1c(C(C)NC(=O)c2ccc(OC)c(OC)c2)nc2ccccc21 (stereo not drawn)	-3.2	2.2	5.0	8.4	2.7	-2.3	-4.2	2.5	0.3
35	CN(CCc1cnn(C)c1)Cc1cn[nH]c1-c1ccc(-c2ccccc2)cc1	-0.1	2.3	0.4	0.2	3.1	-1.9	-0.3	0.1	-1.0
36	Cc1cccc(C)c1Nc1c(-c2ccc(N3CCOCC3)cc2)nc2ncccn12	11.6	0.5	29.5*	-1.7	-13.9	0.4	-6.8	6.0	3.5
37	CCOc1ccc(CN(C)Cc2cc(=O)oc3cc(C)c(Cl)cc23)cc1	6.2	-2.7	2.8	-13.6	2.1	-3.2	0.6	-14.5	-0.3
38	Cc1ccc(OCCCC(=O)Nc2ccc(N3CCOCC3)cc2)c(C)c1	7.9	-1.6	2.8	8.9	0.4	0.8	-2.9	0.8	2.8
39	CCSc1nc2c(c(=O)[nH]1)C(c1cccnc1)C(C(=O)OC(C)C)=C(C)N2 (stereo not drawn)	3.9	-0.5	-1.5	6.1	1.6	-1.5	2.7	0.3	0.7
40	Cc1onc(-c2ccccc2Cl)c1C(=O)N1CC(C)CC(C)C1 (stereo not drawn)	0.5	1.4	-0.6	0.0	-1.4	-2.6	2.1	4.3	-7.8
41	Cc1nn(C(=O)c2cccc([N+](=O)[O-])c2)c(C)c1Br	4.0	2.5	1.6	0.5	-5.4	-1.4	2.9	4.3	-2.2
42	CC(C)c1ccc(S(=O)(=O)N2CCC(C(=O)N3CCC3)CC2)cc1	1.9	-1.3	0.6	-0.1	6.2	-3.0	4.5	2.9	5.1
43	COc1ccc(C(=O)COC(=O)CCC(=O)Nc2ccc(C(C)=O)cc2)cc1	3.4	3.5	-0.5	5.4	-3.1	5.1	0.0	8.7	-4.2
44	NC(=O)CSc1nnc(NC(=O)c2ccc(S(=O)(=O)N3CCOCC3)cc2)s1	2.8	-0.7	0.0	-0.7	-2.7	0.5	-1.4	-0.4	-1.1
45	COc1ccc(S(=O)(=O)N2CCOC2CNC(=O)C(=O)NCCN2CCOCC2)cc1 (stereo not drawn)	-2.2	-1.8	-4.5	7.0	-4.6	3.1	3.2	3.6	4.4
46	COc1ccc(NC(=O)c2cc3n(n2)C(C(F)(F)F)CC(c2ccc(OC)cc2)N3)cc1 (stereo not drawn)	-0.8	0.4	-1.0	2.1	6.1	-3.9	0.6	1.3	-2.2
47	Cc1cccn2c(CNC3CCCc4ccccc43)c(C(=O)N3CCOCC3)nc12 (stereo not drawn)	14.3	-1.5	4.5	-6.0	1.9	-3.7	-0.8	-2.1	-1.1
48	O=C(CN1C(=O)c2ccccc2C1=O)Nc1cccnc1	-3.8	1.2	1.1	8.5	9.8	-5.9	2.2	9.6	0.2
49	COc1ccccc1CN1CC(C(=O)NCc2cc(F)cc(C(F)(F)F)c2)CCC1=O (stereo not drawn)	2.8	2.9	2.5	-4.3	7.3	-4.2	3.5	1.1	-0.4
50	Cc1ccc(CCNC(=O)C2CCC(=O)N2C(C)C)cc1 (stereo not drawn)	6.7	1.7	1.1	1.6	-1.2	-7.6	-2.5	2.6	3.4

(more compounds)
entry	structure	GSTO1 inh	MEX-5 binding	TPT1 inhibitor	MCL1 BIM primary	PME-1 inh	PAD4 inh	GLD-1 TGE inh	BCLXL inh	Fam108B counter
51	CN1CCC(OC(=O)c2cccc(Cl)c2)CC1	5.2	0.8	1.8	3.6	2.0	-5.2	0.8	-1.2	4.2
52	Cc1ccc(C)c(OCc2cc(C(=O)N3CC[C@H](O)C3)no2)c1	-1.4	0.7	-4.5	-6.6	-1.0	-5.3	7.2	1.3	-1.8
53	Cc1oc(-c2cccc(Cl)c2)[n+]([O-])c1C	0.0	1.3	-5.0	14.8	-0.2	-3.2	0.3	7.5	1.0
54	NC(=O)N/N=C/C=C/c1ccccc1	-5.5	0.8	-1.2	-3.1	0.4	3.2	0.8	3.0	7.5
55	NC(=O)C1(N2CCCCC2)CCN(C(=O)c2cccn3c(=O)c4cc(Cl)ccc4nc23)CC1	1.4	-4.2	-2.5	3.7	-22.1	4.6	2.1	8.5	-5.4
56	Cc1cccc(NC(=O)c2c(-c3ccccc3)noc2C)n1	-1.0	0.0	0.2	4.5	-2.4	3.8	3.2	4.2	-4.2
57	Cc1ncoc1C(=O)N1CCCC(C(=O)c2ccc(-c3ccccc3)c(F)c2)C1 (stereo not drawn)	-1.3	0.6	-2.1	0.2	-4.7	-2.7	6.2	4.4	-2.6
